ABHD5 PLIN5 PPI – ABHD5-PLIN5 protein interaction inhibition; actives 0.78% (n = 360,000); inhibition, % at 4 µM; Q00G26+Q8WTS1; Split G. princeps luciferase complementation, luminescence, 4 h; AID 602281;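 active means inhibition above the mean inhibition across every tested compound plus 3 SD, cut at about 22% in these data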;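 further: 0% = DMSO only wells and the 100% control is not disclosed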
Cardio protect – myocardial damage modulation in H9c2 cells. protection from H2O2 cell death, % at 20 µM. H9c2 cardiomyocytes, H2O2 injury protection, ATPLite, 2 h. actives 0.63% (n = 360,000). AID 588492;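 active means compounds giving at least 50% protection of heart cells from peroxide-induced death in the single-dose screen, raw or plate-pattern-corrected value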;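 further: 0% = DMSO wells with peroxide and 100% = DMSO wells without peroxide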
NOD2-RIPK2 inh – inhibitors of human NOD2-RIPK2 interaction | O43353 | actives 0.38% (n = 360,000) | CHO BLA complementation NOD2-RIPK2, CCF4 ratio | inhibition, % at 4.98 µM; in the data active means inhibition above about 21%;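 further: 0% = vehicle only and 100% = reference blocker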
Target sequence (O43353 whole entry, looked up): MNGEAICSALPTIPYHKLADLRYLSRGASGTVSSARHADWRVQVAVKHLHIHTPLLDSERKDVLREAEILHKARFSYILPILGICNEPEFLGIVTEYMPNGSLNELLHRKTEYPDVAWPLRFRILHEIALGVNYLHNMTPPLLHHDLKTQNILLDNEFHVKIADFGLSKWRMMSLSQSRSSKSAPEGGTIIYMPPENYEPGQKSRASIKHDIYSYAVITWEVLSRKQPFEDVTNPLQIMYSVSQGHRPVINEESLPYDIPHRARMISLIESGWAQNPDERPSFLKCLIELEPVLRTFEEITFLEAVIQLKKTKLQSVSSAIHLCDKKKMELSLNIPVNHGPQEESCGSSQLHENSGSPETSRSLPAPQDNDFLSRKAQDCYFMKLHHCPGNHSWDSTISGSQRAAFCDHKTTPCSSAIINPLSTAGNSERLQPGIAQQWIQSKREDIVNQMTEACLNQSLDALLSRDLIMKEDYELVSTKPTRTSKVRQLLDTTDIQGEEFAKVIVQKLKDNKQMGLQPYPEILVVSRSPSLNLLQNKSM
N-glyco inh – blocks N-linked glycosylation in D54 reporter cells; D54 ERlucT glycosylation luciferase reporter, 24 h; percent of 100 nM tunicamycin response; reporter increase, % at 12.5 µM; actives 0.23% (n = 360,000); AID 588692;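 active means mean luciferase reporter signal, scaled so untreated is 0 and the glycosylation-blocking control 100, at or above a set limit in every replicate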;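 further: luciferase carries N-glycosylation sites so blocking glycosylation raises the light; 0% = median of neutral control wells and 100% = median of 100 nM tunicamycin wells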
MC4R antagonist – blocks human MC4R cAMP signaling; P32245; MC4R-expressing cells, MTII-stimulated cAMP, LANCE TR-FRET; inhibition, % at 6.5 µM; actives 0.48% (n = 360,000); AID 540295;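 active means inhibition above its plate's cutoff, the mean of tested wells on that plate plus 3 SD, cut at about 29% in these data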;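 further: 0% = Melanotan II alone and 100% = Melanotan II plus saturating MCL0020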
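Material: U2OS-MC4R stable cell line | Reagent: Melanotan II challenge after compound preincubation | Doses: One concentration, 6.5 µM nominal | Incubation: 30-min compound preincubation, 1-h Melanotan II challenge, 1-h detection, room temperature | Signal: TR-FRET cAMP assay | Replicates: One well per compound, no replicates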
m5-HT2A agonist – mouse HTR2A agonism via beta-arrestin recruitment; P35363; CHO-K1 mHTR2A beta-arrestin complementation, luminescence; percent of 30 µM serotonin response; activation, % at 7.6 µM; actives 0.66% (n = 360,000);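 active means activation above a run cutoff, the mean activation of all tested compounds plus 3 SD, cut at about 14% in these data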;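 further: 0% = plate median of compound wells and 100% = 30 µM serotonin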
Target sequence (P35363 whole entry, looked up): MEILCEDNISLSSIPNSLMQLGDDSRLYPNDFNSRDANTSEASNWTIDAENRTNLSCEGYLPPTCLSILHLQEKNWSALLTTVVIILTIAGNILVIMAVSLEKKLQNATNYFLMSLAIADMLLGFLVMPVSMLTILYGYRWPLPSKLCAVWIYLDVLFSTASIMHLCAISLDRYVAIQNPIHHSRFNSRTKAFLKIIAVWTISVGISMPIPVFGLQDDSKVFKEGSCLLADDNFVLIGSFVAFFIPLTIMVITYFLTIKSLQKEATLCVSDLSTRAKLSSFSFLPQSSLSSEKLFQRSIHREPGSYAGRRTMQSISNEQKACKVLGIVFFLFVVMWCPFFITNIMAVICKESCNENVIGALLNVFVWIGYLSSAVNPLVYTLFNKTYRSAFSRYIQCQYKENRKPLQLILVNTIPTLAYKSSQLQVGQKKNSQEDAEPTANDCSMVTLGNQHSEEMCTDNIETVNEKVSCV
TLR9-MyD88 inh – inhibitors of human TLR9-MyD88 binding; Q9NR96+Q99836; CHO BLA complementation TLR9-MyD88, CCF4 FRET ratio; actives 0.21% (n = 340,000); inhibition, % at 4.98 µM;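 active means inhibition above the mean over all tested compounds plus 3 SD, cut at about 21% in these data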;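 further: 0% = DMSO only wells and 100% = clavulanate BLA inhibitor control wells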
MC4R barr agon – agonists of human melanocortin 4 receptor (MC4R) beta-arrestin. activation, % at 8.9 µM. actives 0.98% (n = 360,000). P32245. U2OS MC4R beta-arrestin complementation, luminescence; percent of melanotan II response, DMSO zero;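 active means activation above a per-plate cutoff, the mean activation of sample wells on that plate plus 3 SD, cut at about 8% in these data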
SRC2 inh – inhibits human steroid receptor coactivator 2; Q15596; HEK293 GAL4-SRC2 luciferase reporter, luminescence; inhibition, % at 9 µM; actives 0.17% (n = 370,000); AID 651957;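 active means inhibition above the mean inhibition of all tested compounds plus 3 SD, set per campaign, cut at about 52% in these data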;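 further: 0% = DMSO treated cells and 100% = cells given Gossypol at 36 µM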
ABCB6 inh MLPCN – human ABCB6 transporter inhibition. K562-ABCB6 porphyrin accumulation, flow cytometry, 1 h; active compounds read low. AID 602162. fluorescence ratio to DMSO, % at 10 µM. actives 0.19% (n = 360,000);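 active means fluorescence ratio to DMSO below 75%, the collection mean minus 3 SD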;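 further: signal is porphyrin accumulated inside mitochondria; 100% equals median channel fluorescence of DMSO control wells; lower ratio means ABCB6 inhibition with less porphyrin fluorescence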
Starred values were filed as active, the others as inactive; / = no result given.

Value order: ABHD5 PLIN5 PPI	Cardio protect	NOD2-RIPK2 inh	N-glyco inh	MC4R antagonist	m5-HT2A agonist	TLR9-MyD88 inh	MC4R barr agon	SRC2 inh	ABCB6 inh MLPCN
NS(=O)(=O)c1cccc(NC(=O)CSc2nc3nc(-c4cccs4)cc(C(F)(F)F)c3c(=O)[nH]2)c1
  1	1	2	1	19	3	-20	-3.1	-13	101
CN1CCCC(OC(=O)c2cccc(Cl)c2)C1 (stereo not given)
  2	-3	-4	-3	2	-4	0	-1.4	-2	90
O=C(Nc1cccc(OCC(=O)N2CCOCC2)c1)C1CCCCC1
  10	6	-7	0	4	11	5	-0.2	12	107
COC(=O)COc1ccc2c(=O)c(Oc3ccccc3Br)coc2c1
  3	0	-15	-2	11	4	-1	1.2	-34	107
CN(C)c1ccc(/C=N/NC(=O)CCc2c[nH]c3ccccc23)cc1
  1	-3	-1	2	4	4	-1	-2.5	-13	101
Nc1ccn([C@@H]2O[C@H](CNCc3ccc(N4CCNCC4)cc3)[C@@H](O)[C@H]2O)c(=O)n1
  2	16	-4	1	-2	-1	-1	-0.9	7	96
Cc1ccc(S(=O)(=O)N(Cc2ccccc2)C(C)C)cc1
  -3	-11	-3	-2	-1	1	1	2.5	-11	99
O=C(CN1C(=O)NC(Cc2c[nH]c3ccccc23)C1=O)NCCc1ccc(F)cc1 (stereo not given)
  2	2	-15	0	5	5	1	-1.5	-16	96
C=CCN(c1ccccc1)S(=O)(=O)c1ccc2[nH]cc(C(=O)NCCOC)c(=O)c2c1
  -7	4	2	2	2	-3	0	-0.7	23	88
C[C@H]1CN([C@@H](C)CO)C(=O)CCCn2nncc2CO[C@@H]1CN(C)C(=O)Nc1ccnc(N2CCOCC2)c1
  -4	-2	-2	2	4	-1	-5	-1.0	22	102
Cc1ccccc1C(=O)N1CCC(C(=O)N2CCN(c3ncccn3)CC2)CC1
  4	-8	-5	-2	7	2	-10	0.1	-14	102
CCN(CC)C(=O)C1=C(C)N(Cc2ccccc2)C(=O)C(CC(=O)NCC2CCCCC2)C1 (stereo not given)
  3	2	-4	3	6	5	4	0.8	-19	97
COc1ccc(S(=O)(=O)NCCSCc2ccccc2C)cc1Br
  -6	-19	2	-2	-4	-3	-8	3.6	24	85
CSCC[C@H](NC(=O)OC(C)(C)C)c1nnc(SCC=C(C)C)o1
  0	-2	-5	1	0	-1	4	-1.1	-7	94
COc1ccccc1-n1c(C)cc(/C=C2/C(=N)N3C(=NC2=O)SN=C3S(C)(=O)=O)c1C
  3	-29	-10	-1	8	-5	-4	-0.4	-30	93
CC(=O)Nc1ccc(S(=O)(=O)N[C@@H](C)C(=O)N2CCN(C/C=C/c3ccccc3)CC2)cc1
  14	-6	-5	-3	1	-3	-6	0.4	/	87
COc1ccccc1OCC(=O)NNC(=O)c1cnccn1
  5	7	4	5	13	-2	2	-1.4	-19	100
Cc1cnccc1CNC(=O)C1CCC(=O)N(Cc2ccc(Cl)cc2)C1 (stereo not given)
  -2	0	-13	1	-3	3	4	-3.4	-18	101
COC(=O)c1ccc(N2CCCCC2)c(N)c1
  -4	-9	2	0	-1	5	-9	-2.2	-42	97
COc1ccc(/C(C)=N\NC(=O)CSc2nnc(C)s2)cc1
  2	2	8	0	0	2	1	-1.3	-20	101

Value order: ABHD5 PLIN5 PPI	Cardio protect	NOD2-RIPK2 inh	N-glyco inh	MC4R antagonist	m5-HT2A agonist	TLR9-MyD88 inh	MC4R barr agon	SRC2 inh	ABCB6 inh MLPCN
COC(=O)c1ccc(N=NN2CCOCC2)cc1
  2	-5	-4	-4	11	2	6	0.0	-90	100
CCOC(=O)NC(=O)c1cn(C(CC)CO)c(=O)[nH]c1=O (stereo not given)
  -7	-4	7	1	7	1	-8	-2.1	-39	101
COc1ccc2c(c1)c1ncn(Cc3ccccn3)c(=O)c1n2C
  1	6	4	4	9	3	11	0.3	17	97
COc1cc(CN(C(=O)c2ccco2)C2CCS(=O)(=O)C2)cc(OC)c1OC (stereo not given)
  -5	0	-5	4	0	1	1	-4.1	-6	102
O=C(Nc1cccc(-c2cccc(F)c2)c1)C1CCN(Cc2ccc(CO)o2)CC1
  8	6	6	-1	8	-15	11	1.7	9	97
COc1ccc(OC)c(-n2c(-c3cc(-c4ccco4)[nH]n3)n[nH]c2=S)c1
  14	0	2	3	11	7	0	0.9	-3	97
CN(CC(=O)Nc1c(Cl)cccc1Cl)C(=O)c1ccc(NS(=O)(=O)c2ccc3[nH]c(=O)[nH]c3c2)cc1
  3	-2	4	4	3	-2	-14	-0.9	13	96
CC(O)CN1C(=O)C(CC(=O)Nc2ccc(Cl)cc2)SC1=Nc1ccccc1 (stereo not given)
  -1	-6	6	-1	20	-3	-8	4.7	/	97
CC1CCN(c2nc3ccc(C(=O)NCCCN4CCCCC4)cc3s2)CC1
  6	-2	2	-1	-4	-5	1	-0.6	-86	95
O=C(C[n+]1ccc(C(=O)NCc2ccccc2)cc1)c1ccc(F)cc1
  2	/	-8	/	/	-4	/	/	9	97
CC(=O)NCCC(=O)Nc1cc(S(=O)(=O)N2CCOCC2)ccc1Oc1ccc(F)cc1
  -1	0	-8	0	8	0	0	-4.1	2	98
CCOCCCNC(=O)c1ccc(CS(=O)(=O)Cc2ccccc2F)o1
  2	9	-12	1	-2	3	0	2.2	1	107
COc1cc2c(cc1OC)C(c1cccs1)N(C(=O)c1cccc(S(=O)(=O)N(C)C)c1)CC2 (stereo not given)
  6	-7	-2	32*	8	-1	-11	0.3	-5	91
Cc1cc(Nc2ccc(F)cc2)nc(N)n1
  -2	-4	-8	1	-3	2	5	-0.5	-20	94
CCN(CC)S(=O)(=O)c1ccc(OC(C)C)c(NC(=O)c2c3c(nc4ccccc24)CCN(Cc2ccccc2)C3)c1
  18	22	-13	-9	1	2	3	2.8	20	93
O=C(NCc1ccccc1)c1ccccc1OCC(=O)N1CCCCC1
  -6	-2	-11	0	9	-5	4	-1.0	16	92
CC(C)Cn1c(N)c(C(=O)COC(=O)c2ccc(O)cc2O)c(=O)n(C)c1=O
  -1	-13	-8	-2	-11	-3	-1	-2.2	-50	92
COc1ccc(NC(=O)/C(=C/c2ccc3c(c2)OCO3)NC(C)=O)cc1
  -4	6	-9	0	1	-2	-4	-1.7	-35	106
COc1ccc2cc(-c3cc(C(=O)OCC(=O)Nc4c(C)n(C)n(-c5ccccc5)c4=O)c4ccccc4n3)ccc2c1
  9	-16	-3	-18	0	4	4	21*	-49	90
CC(C)(C)NC(=O)c1cccc(NC(=O)c2cccc(O)c2)c1
  -7	0	4	2	3	2	2	0.3	-36	63*

A draw from above in order of length of the SMILES, ascending:
Value order: ABHD5 PLIN5 PPI	Cardio protect	NOD2-RIPK2 inh	N-glyco inh	MC4R antagonist	m5-HT2A agonist	TLR9-MyD88 inh	MC4R barr agon	SRC2 inh	ABCB6 inh MLPCN
Cc1cc(Nc2ccc(F)cc2)nc(N)n1
  -2	-4	-8	1	-3	2	5	-0.5	-20	94
COC(=O)c1ccc(N=NN2CCOCC2)cc1
  2	-5	-4	-4	11	2	6	0.0	-90	100
O=C(NCc1ccccc1)c1ccccc1OCC(=O)N1CCCCC1
  -6	-2	-11	0	9	-5	4	-1.0	16	92
CC(C)(C)NC(=O)c1cccc(NC(=O)c2cccc(O)c2)c1
  -7	0	4	2	3	2	2	0.3	-36	63*
CC1CCN(c2nc3ccc(C(=O)NCCCN4CCCCC4)cc3s2)CC1
  6	-2	2	-1	-4	-5	1	-0.6	-86	95
COc1ccc(NC(=O)/C(=C/c2ccc3c(c2)OCO3)NC(C)=O)cc1
  -4	6	-9	0	1	-2	-4	-1.7	-35	106

New compounds follow.
Value order: ABHD5 PLIN5 PPI	Cardio protect	NOD2-RIPK2 inh	N-glyco inh	MC4R antagonist	m5-HT2A agonist	TLR9-MyD88 inh	MC4R barr agon	SRC2 inh	ABCB6 inh MLPCN
O=C(C[n+]1ccccc1)Nc1ccccc1C(=O)O
  1	6	-9	2	5	-3	4	-2.8	-4	101
COc1ccc(CN2CC(C(=O)NCCc3ccc(Cl)cc3)CC2=O)cc1 (stereo not given)
  1	-3	-12	-2	0	4	6	1.8	-27	101
COc1ccc(NC(=O)c2ccc(N3CCOCC3)nc2)cc1
  0	1	-7	0	0	5	-27	-3.4	-9	95
CCCc1c(C)[nH]c2nc3ccccc3n2c1=O
  6	3	-5	8	-2	-1	-5	-1.3	-33	97
CCCCNC(=O)c1onc(CSc2ccncc2)c1C(=O)NCCCC
  -1	-5	-7	-2	8	-4	-1	2.5	-28	95
CCOCCn1c(CN2CCN(CCO)CC2)nc2c1c(=O)n(C)c(=O)n2C
  -2	10	-11	3	4	-4	8	-0.5	10	96
C/C(=N\NC(=O)COc1ccccc1-c1ccccc1)c1ccc(O)cc1O
  -4	54*	-2	-5	7	-2	-5	3.8	15	97
Cn1c(NCc2ccccc2F)nc2cc(-c3cccc(Cl)c3)sc2c1=O
  -1	-11	-7	-4	-5	3	/	-1.0	5	93
CC(C)c1nc(Cl)c(C#N)c2c1COC(C)(C)C2
  3	-2	2	2	0	-2	5	-0.6	14	97
NC(=O)NC1(C(=O)O)CCCC1
  -3	-2	2	2	3	-6	-2	0.5	25	107
O=C(CSc1ncn[nH]1)NC1CCCc2ccccc21 (stereo not given)
  2	0	5	1	-6	10	-5	-0.3	11	100
C#CCOCCOCCOCCNc1nc(N2CCN(C(=O)[C@H]([C@@H](C)CC)n3cc(CCCN=C(N)N)nn3)CC2)nc(N2CCN(C(=O)[C@H]([C@@H](C)CC)n3cc(CCC(=O)O)nn3)CC2)n1
  -4	2	3	3	-1	6	3	-1.2	-6	103
Cc1cccc(N(CC(=O)NC2CCCCC2)C(=O)Cn2nnc(-c3ccc(C)o3)n2)c1
  4	2	6	-1	7	2	2	-0.9	-30	98
CC(=O)c1c(C)n(CCO)c2ccc(O)cc12
  4	1	-2	-2	12	5	-8	-1.6	9	103
CCOc1cc2[nH]c(=S)n(Cc3ccc(C(=O)NCCCN4CCOCC4)cc3)c(=O)c2cc1OCC
  0	3	-9	-8	8	-3	4	-2.3	10	97
O=C(NNC(=O)c1ccncc1)Nc1cccc(C(F)(F)F)c1
  -5	0	-5	2	23	-1	6	1.0	-16	102

Some of the compounds tested, so the mix of outcomes need not match the whole.
